KKLEB cytotox – reduces viability of KKLEB cystic fibrosis airway cells; 0.36% of 360,000 active; KKLEB CF airway cells viability, ATPlite luminescence, overnight; stronger effect = lower value; cells stimulated with P. aeruginosa culture filtrate; activity change (cytotoxicity), % at 5 µM;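 active = corrected activity change at or below -50% at 5 µM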
HIF-2a inh – inhibitors of HIF-2a | 786-0 RCC cells HIF-2a reporter, luciferase luminescence, overnight | inhibition, % at 18.8 µM | 0.72% of 360,000 active;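 active = inhibition of the luminescence signal of 40% or more relative to plate controls, in a single-dose primary screen at 18.75 µM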
TWEAK-Fn14 inh – TWEAK-Fn14 signaling inhibition | TWEAK-stimulated Fn14 reporter cells, luciferase luminescence, 8 h | inhibition, % at 10 µM | 2% of 360,000 active; in the data active = inhibition above about 50%
CF NFkB block – inhibitors of cystic fibrosis induced NF-kB. KKLEB NF-kB-GFP reporter, PAF-induced, GFP fluorescence overnight. inhibition, % at 5 µM. 0.86% of 360,000 active. AID 588850;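 active = at least 50% inhibition at 5 µM, scaled per plate between neutral and stimulator controls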;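 also: PAF is a Pseudomonas aeruginosa culture filtrate used as stimulus; plate controls were PAF-stimulated DMSO wells for no effect and unstimulated DMSO wells for full effect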
NR2E3 ag-1 – agonists of human nuclear receptor NR2E3 | GST-NR2E3/biotin-RetCOR TR-FRET, 1536-well | inhibition of corepressor binding, % at 4.78 µM | 0.12% of 320,000 active | AID 2300;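 active = percent inhibition above the cutoff of mean plus 3 SD of all tested compounds, set per screening campaign, cut at about 20% in these data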;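 also: 0% = DMSO wells and 100% = biotin wells as full block of FRET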
Target sequence (Q9Y5X4 whole entry, looked up): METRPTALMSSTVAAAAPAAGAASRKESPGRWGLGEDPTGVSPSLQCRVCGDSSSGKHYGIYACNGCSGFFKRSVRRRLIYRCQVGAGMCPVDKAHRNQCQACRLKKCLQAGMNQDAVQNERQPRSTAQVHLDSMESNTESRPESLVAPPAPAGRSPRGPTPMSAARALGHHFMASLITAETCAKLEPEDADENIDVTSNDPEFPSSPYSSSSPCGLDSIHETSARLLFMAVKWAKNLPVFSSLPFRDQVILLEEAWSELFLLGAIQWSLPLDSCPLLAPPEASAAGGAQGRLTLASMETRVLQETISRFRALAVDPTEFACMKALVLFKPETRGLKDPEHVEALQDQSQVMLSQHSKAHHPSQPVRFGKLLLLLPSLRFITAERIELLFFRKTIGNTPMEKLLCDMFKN
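Assay system: NR2E3–RetCOR corepressor complex. Quantity: 1.35 nM GST-NR2E3. Buffer or medium: pH 7.5 Tris-based buffer. Reagent: biotinylated RetCOR corepressor at 7 nM final. Schedule: 5 h at 4 °C. Detection: TR-FRET, emission read at 617 and 671 nm. Replicates: one well per compound, singlicate testing.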
NR2E3 ag-2 – activates human NR2E3 receptor | AID 602229 | Q9Y5X4 | 0.35% of 360,000 active | CHO-S Gal4-NCOR/VP16-NR2E3 two-hybrid, luciferase | inhibition of corepressor binding, % at 3.98 µM;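 active = inhibition above the mean of all tested compounds plus 3 SD, cut at about 70% in these data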;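 also: 0% = DMSO with NR2E3 transfected cells and 100% = cells lacking NR2E3 construct; higher means lower luciferase signal from less NR2E3 corepressor binding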
Shn3 3UTR inh – reduces Shn3 3'UTR luciferase signal in osteoblasts | Clone20 osteoblast Shn3 3'UTR firefly luciferase, 24 h | inhibition, % at 12.5 µM | 0.52% of 360,000 active;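 active = mean inhibition of at least 75% with every replicate also reaching 75%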;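 also: 0% = median of neutral control wells and 100% = pilot-screen positive control compound; some compounds past the cut are filed as inactive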
Peg3 prom inh – Peg3 promoter activity inhibition; 1.7% of 360,000 active; inhibition, % at 20 µM; AID 588405; HeLa PEG-Prom luciferase reporter, luminescence, overnight;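 active = inhibition of at least 50% at 20 µM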
MITF TRPM1 inh – MITF TRPM1 promoter inhibition in SK-MEL-5 cells | SK-MEL-5 TRPM1 promoter luciferase, 24 h | inhibition, % at 12.5 µM | AID 488899 | 0.83% of 330,000 active;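 active = mean inhibition across replicates of 60% or more, whatever share of single replicates reaches that level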; also: values of inactives mirror those of a sister screen read the other way
TROY signal inh – blocks TROY-dependent signaling in reporter cells; 0.98% of 360,000 active; Q293 LMP1-TROYcd NF-kB luciferase reporter, 4 h; inhibition, % at 10 µM;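 active = compounds whose plate-normalised and pattern-corrected inhibition of the luciferase reporter signal at the single screening dose is 50% or more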
TRAIL sens C8 – sensitizes caspase-8 expressing cells to TRAIL; NB7+C8 cells + TRAIL, ATPlite viability luminescence; inhibition (viability loss, TRAIL sensitization), % at 10 µM; 1% of 360,000 active; AID 624354;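 active = compounds causing at least 50% loss of cell viability in the single-dose screen, relative to plate controls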
* marks the source's active call; other numbers are inactive results; / = no result given. These rows are one share of the data; rates above refer to the full screens.

Order of results: KKLEB cytotox | HIF-2a inh | TWEAK-Fn14 inh | CF NFkB block | NR2E3 ag-1 | NR2E3 ag-2 | Shn3 3UTR inh | Peg3 prom inh | MITF TRPM1 inh | TROY signal inh | TRAIL sens C8
1) Nc1nc(Cl)nc2c1ncn2C1CC(O)C(CO)O1 (stereo not given)
→ -22 | 11 | -22 | 28 | 2 | 10 | 90* | 19 | 12 | 1 | 2
2) COc1ccc(C2CC(O)(c3ccccc3)Oc3cc(OC)cc(OC)c32)cc1 (stereo not given)
→ 7 | -9 | 3 | 2 | / | -11 | -17 | 26 | -15 | -9 | 7
3) C/C(=N\NC(=O)c1cc(C)nc2ccccc12)c1ccco1
→ -6 | 4 | 4 | -16 | -2 | -22 | 2 | -5 | 7 | 13 | -4
4) O=C(CCC1CC(=O)Nc2ccccc21)NCc1ccccc1 (stereo not given)
→ -7 | -18 | -7 | 14 | -1 | -39 | -4 | -3 | 11 | -11 | -8
5) COc1cccc(CNc2nc3nc(C)cc(C)n3n2)c1
→ 4 | -81 | 0 | -6 | 1 | 9 | -23 | -46 | -22 | -23 | -4
6) CC1CCCN(S(=O)(=O)c2cc(C(=O)NCc3ccco3)ccc2Cl)C1 (stereo not given)
→ -15 | 20 | 14 | 16 | / | -6 | -1 | 26 | 8 | 12 | -12
7) CN(C)c1ccc(/C=N/c2cc(-c3ccccc3)nn2-c2ccccc2)cc1
→ -8 | -192 | -20 | -9 | 4 | -71 | -44 | -209 | -47 | -54 | -1
8) COC(=O)[C@H](CC(C)C)NC(=O)Cn1cnc(C(=O)Nc2ccc(C)c(C)c2)n1
→ 0 | -123 | -14 | -8 | / | -10 | -27 | -130 | -37 | -55 | 25
9) Cc1ccc(NCc2nnc(SCC(=O)N3CCCCC3)n2CC2CCCO2)c(C)c1 (stereo not given)
→ -1 | 20 | 6 | 1 | 0 | -16 | 1 | 12 | -1 | -8 | -14
10) Cc1ccc(Cl)c(OC(=O)c2ccc(N3CCOCC3)c([N+](=O)[O-])c2)c1
→ 1 | 13 | -5 | 3 | 0 | -8 | 10 | 0 | -5 | -5 | -4
11) O=C(c1cc(COc2cccc(C(F)(F)F)c2)on1)N1CCSCC1
→ 11 | -19 | -4 | 0 | 3 | 11 | 2 | 2 | -17 | 12 | -11
12) COc1ccc2cc(C(=O)NC3CCCCC3)c(=O)oc2c1
→ 7 | -11 | -18 | -1 | / | -15 | -1 | -192 | -66 | -64 | -4
13) COC(=O)CCCC1=CC2=CC(=O)C(C)(OC(=O)c3cccs3)C(=O)C2=CN1CCCOC(C)C (stereo not given)
→ 0 | 3 | 2 | 1 | -1 | -14 | 3 | 7 | 2 | 2 | -1
14) Cc1ccccc1OCC(=O)Nc1cccc(NC(=O)c2ccco2)c1
→ -4 | -66 | 19 | -17 | 3 | -29 | 0 | -97 | -6 | 7 | 13
15) O=C(NCc1ccc2c(c1)OCO2)c1c[nH]c2ccc(S(=O)(=O)N3CCOCC3)cc2c1=O
→ 8 | -12 | -15 | -23 | -1 | 7 | 10 | 5 | -6 | 0 | -31
16) O=C(Nc1ccccc1)c1nnsc1S(=O)(=O)c1ccc(Cl)cc1
→ -33 | 56* | 3 | 14 | 0 | 3 | 52 | 67* | 29 | 15 | 11
17) CC1=C/C(=C/N(C)C)C(=O)O1
→ 7 | 5 | -8 | 1 | -6 | -14 | 13 | 3 | 0 | 6 | -4
18) NNC(=O)c1nnn(-c2nonc2N)c1-c1cccs1
→ 3 | 13 | 2 | -7 | 2 | 27 | 7 | 22 | 1 | 11 | -4
19) Cc1nn(-c2ccccc2)c2[nH]c(=O)c(CNCc3ccc4c(c3)OCO4)cc12
→ -3 | 15 | 2 | -14 | -1 | 1 | -2 | -22 | 9 | -3 | -1
20) CCCc1[nH]n(-c2nc3ccccc3s2)c(=O)c1C=NCCN1CCOCC1
→ -11 | -163 | -5 | -2 | 1 | -91 | -9 | -89 | -2 | -30 | 2
21) CCn1c(=NC(=O)CN2C(=O)CCC2=O)sc2c(C)cc(C)cc21
→ 10 | 11 | -1 | -36 | / | -3 | -3 | -2 | 16 | 3 | -8
22) COc1ccc(Cl)cc1NC(=O)CCn1cnc2ccccc2c1=O
→ 7 | -4 | 0 | 8 | 2 | -15 | 17 | 15 | -6 | -5 | -12
23) COc1cc2cc(C(=O)N(C)C3CCS(=O)(=O)C3)[nH]c2cc1OC (stereo not given)
→ 0 | 1 | 6 | 3 | 0 | -7 | -23 | -2 | 4 | -2 | 21
24) CCc1ccc(Nc2nnc(SC3CCOC3=O)s2)cc1 (stereo not given)
→ -3 | 7 | -18 | 25 | 0 | -8 | -3 | 0 | 16 | -34 | -1
25) Cc1cc(NC(=O)c2cc(-c3cccs3)on2)nn1Cc1ccc(Cl)cc1
→ -42 | -17 | 12 | 24 | -1 | -41 | 8 | 7 | 10 | 9 | 12
26) COc1ccc(/C=C2\Sc3ccc(C(=O)N4CCOCC4)cc3N(C)C2=O)cc1
→ -1 | 2 | -17 | 3 | -3 | -20 | 9 | -26 | -5 | 21 | 12
27) CC1=NNC(=O)C1C(c1ccc(Cl)cc1)C(C#N)C#N (stereo not given)
→ 4 | 14 | -5 | 10 | -5 | -31 | -5 | 6 | / | 8 | -10
28) CCCCCC(=O)Nc1ccc(N2CCOCC2)c(S(=O)(=O)Nc2ccc(OC)cc2)c1
→ 13 | 6 | 5 | 5 | -1 | -8 | 16 | 7 | -2 | -5 | 11
29) Cc1ccc(NS(=O)(=O)c2ccc(NC(=O)c3ccccc3C(=O)O)cc2)c(C)c1
→ 11 | 16 | 2 | 10 | -1 | -17 | -1 | 7 | 9 | 8 | -1
30) Cc1ccccc1NC(=O)CSc1nnc(C)c(=O)[nH]1
→ -14 | -2 | 1 | 18 | 6 | -8 | 14 | 4 | -4 | -5 | 3
31) COc1ccc(-c2cc(=O)oc3c(C)c(OC(=O)c4cccs4)ccc23)cc1
→ 12 | 7 | 38 | 72* | 0 | -59 | 8 | 31 | -11 | 21 | 14
32) COc1ccc(NC(=O)N(C)C[C@H]2Oc3c(NC(=O)c4nc5ccccc5s4)cccc3C(=O)N([C@@H](C)CO)C[C@H]2C)cc1
→ -1 | -7 | 20 | -5 | / | -3 | -22 | -11 | -6 | 16 | 14
33) Cc1cc(NC(=O)CSc2nc3ccccc3c(=O)n2C2CCCC2)no1
→ -45 | 20 | -10 | 32 | 3 | -39 | 14 | 15 | 22 | 13 | 7
34) Cn1c(Cn2c(=O)sc3ccccc32)nnc1SCC(=O)NCCc1ccccc1
→ -3 | 13 | 14 | -1 | 2 | -13 | 1 | 2 | -4 | -10 | -7
35) CCCCN(C)Cc1c(C)[nH]c2ccc(Cl)cc2c1=O
→ 3 | 14 | -20 | -4 | 1 | 9 | 4 | -4 | -5 | -25 | 6
36) Cc1ccc(-c2c[n+](CC(=O)Nc3nc(-c4ccccc4)cs3)c3n2CCC3)cc1
→ -2 | -34 | 11 | -9 | 1 | 0 | -19 | -29 | 16 | 15 | 19
37) C/C(=N\OCc1nc2ccccc2c(=O)n1/N=C/c1cc(C)cc([N+](=O)[O-])c1O)c1ccccc1
→ -1 | 3 | 6 | -9 | -3 | -7 | -11 | 14 | -6 | -17 | 9
38) O=C(COC(=O)/C=C/c1ccccc1[N+](=O)[O-])NNC(=O)c1ccc(F)cc1
→ 3 | -2 | 18 | 7 | / | -2 | 4 | -22 | 14 | -25 | -1
39) COc1ccc(NC(=O)C2=CC(c3ccc(OC)cc3)=NS(=O)(=O)N2C)cc1
→ 0 | -10 | -12 | -40 | 3 | -16 | 17 | -3 | -13 | -9 | 2
40) O=C(O)CSC(C(=O)Nc1ccc(Br)cc1)c1ccccc1 (stereo not given)
→ -9 | 11 | 3 | -6 | 2 | -8 | 3 | 3 | -4 | -18 | -5
41) COC(=O)c1cn(C(=O)c2ccc(C)cc2C)c2ccccc12
→ -12 | 15 | 12 | 18 | 0 | 11 | 19 | 10 | 19 | 11 | -11
42) c1cc(-c2ccoc2)n2ccnc2c1
→ 9 | 7 | 0 | 3 | / | -6 | -16 | -3 | / | 0 | -18
43) N#CCC(=O)Nc1ccc(C(=O)OCC(=O)Nc2ccccc2Sc2ccccc2)cc1
→ -4 | 18 | 32 | 9 | -3 | 7 | -15 | 16 | 8 | 16 | -6
44) C(#Cc1ccccc1)Cn1nnc2ccccc21
→ -2 | -322 | -25 | -1 | 1 | -125 | 9 | -222 | -85 | -53 | -14
45) COc1ccc(C(O)c2nc(-c3ccc(F)c(Cl)c3)cs2)cc1 (stereo not given)
→ 3 | -27 | 0 | 2 | / | -12 | -3 | -21 | / | -12 | -12
46) COc1ccc(Cc2nc3c4c(ncn3n2)Oc2c(ccc3ccccc23)C4c2ccc(OC)c(OC)c2)cc1 (stereo not given)
→ -5 | 0 | -8 | 15 | -3 | -16 | 23 | 22 | 1 | 6 | -2
47) Cc1ccc(/C=C/C(=O)O)cc1S(=O)(=O)N(C)CCO
→ 3 | 16 | 3 | 7 | 1 | 6 | 6 | 6 | 5 | -10 | 4
48) CC(NC(=O)Cc1ccc(S(=O)(=O)N2CCOCC2)s1)c1ccc(Cl)c(Cl)c1 (stereo not given)
→ -6 | 14 | -8 | -1 | -2 | -2 | 4 | 22 | -7 | -35 | 7
49) CC(NC(=O)c1ccc(C#N)cc1)C1CC2CCC1C2 (stereo not given)
→ -10 | 6 | 6 | 5 | 1 | -24 | 4 | -4 | -5 | -6 | 2
50) CNC(=S)N1CCN(c2cccc(OC)c2)CC1
→ -8 | 26 | 1 | 9 | 2 | -12 | -7 | 1 | -3 | -18 | -7
51) CCc1nc2ccc(C(=O)Nc3cccc(OC)c3)cn2c1N(C)CCCc1ccccc1
→ -18 | -16 | -26 | 30 | / | -6 | -23 | 2 | / | 25 | -25
52) CCCn1c(N)c(Sc2ccccc2[N+](=O)[O-])c(=O)n(CCC)c1=O
→ 0 | 13 | 11 | -13 | 2 | -13 | -4 | 11 | / | 23 | -12
53) CCN(CC)S(=O)(=O)c1ccc(N2CCCC2)c(NS(=O)(=O)c2cccs2)c1
→ -4 | 3 | -7 | 15 | 0 | -11 | -4 | 7 | -3 | 7 | -1
54) CCc1nnc(NS(=O)(=O)c2ccc(N=Cc3c(C)[nH]n(-c4ccc(C)c(C)c4)c3=O)cc2)s1
→ 4 | -30 | 9 | 1 | -1 | -20 | -6 | -27 | -8 | -19 | 56*
55) COc1ccc(C)cc1NC(=O)CSc1ccc(-c2cccnc2)nn1
→ 8 | 7 | -5 | -5 | 1 | -21 | -62 | -2 | -1 | 14 | -8
56) COc1cc(CCCN2C(=S)NC[C@@H]2c2ccccc2)cc(OC)c1OC
→ -10 | 10 | -13 | -6 | 3 | 5 | -3 | -5 | 6 | 4 | -15
